FBPA coupling cs = qHTS Assay for Inhibitors of Fructose-1,6-bisphosphate Aldolase from Giardia Lamblia: Coupling assay counterscreen; activity change, negative = inhibition, % at 58.2 µM, hits read low; coupling enzyme system counterscreen, AmpLite Red fluorescence; 290,000 compounds, 0.67% hits; in the data active means activity change below about -30%; further: on the % scale 0 is the no-effect control and ±100 the full control effect
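Final compound at 57.5 uM, incubated 10 min at RT with coupling enzyme reagent (glyceraldehyde-3-phosphate), then 20 min with substrate and AmpLite Red detection. Fluorescence read at 525/598 nm; tests interference with the coupling assay, not aldolase inhibition.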
RORgamma inh = qHTS for inhibitors of ROR gamma transcriptional activity | Drosophila S2 Gal4-RORgamma UAS-luciferase reporter, 20 h | Potency, µM (doses to about 53.6 µM), without a hit: at the top dose activity change, negative = inhibition, hits mostly inhibitors | 310,000 compounds, 5.4% hits | AID 2551, 2010; further: potency means the concentration at half of the fitted maximal effect; on the % scale 0 is the no-effect control and ±100 the full control effect; nearly all actives have a fitted effect of over 60% in size
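Drosophila S2 cells stably expressing Gal4-DBD/mouse RORγ fusion under metallothionein promoter plus UAS-luciferase; compound 1 h, then 700 uM CuSO4 induction for 20 h at ambient temperature; inhibition read as reduced luminescence.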
uPA surface inh = qHTS for Inhibitors of Cell Surface uPA Generation; 330,000 compounds, 0.31% hits; AID 540303, 2011; cell surface uPA generation assay, qHTS; Potency, µM (doses to about 38.3 µM), inactives show at the highest dose activity change, negative = inhibition, hits mostly inhibitors; active means well fitted inhibition curve with a large enough effect; inconclusive means small, poorly fitted or top-dose-only effect; inactive means no such curve, though single readings can be large or run the other way; tested in mouse RAW 264.7 cells; further: potency means the concentration at half of the fitted maximal effect; on the % scale 0 is the no-effect control and ±100 the full control effect; nearly all actives have a fitted effect of over 55% in size
Tb PFK block = qHTS Assay to Find Inhibitors of T. brucei phosphofructokinase; Potency, µM (highest dose often 57.5 µM), without a hit: at the highest dose activity, negative = inhibition, hits mostly inhibitors; 330,000 compounds, 0.17% hits; ATP-dependent 6-phosphofructokinase (Trypanosoma brucei brucei), O15648; T. brucei PFK, ADP-Glo luminescence;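 further: potency means the concentration at half of the fitted maximal effect; 0% = uninhibited 1x PFK enzyme wells and -100% = no-enzyme wells; nearly all actives have a fitted effect of over 60% in size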
Target sequence (O15648 whole entry, looked up): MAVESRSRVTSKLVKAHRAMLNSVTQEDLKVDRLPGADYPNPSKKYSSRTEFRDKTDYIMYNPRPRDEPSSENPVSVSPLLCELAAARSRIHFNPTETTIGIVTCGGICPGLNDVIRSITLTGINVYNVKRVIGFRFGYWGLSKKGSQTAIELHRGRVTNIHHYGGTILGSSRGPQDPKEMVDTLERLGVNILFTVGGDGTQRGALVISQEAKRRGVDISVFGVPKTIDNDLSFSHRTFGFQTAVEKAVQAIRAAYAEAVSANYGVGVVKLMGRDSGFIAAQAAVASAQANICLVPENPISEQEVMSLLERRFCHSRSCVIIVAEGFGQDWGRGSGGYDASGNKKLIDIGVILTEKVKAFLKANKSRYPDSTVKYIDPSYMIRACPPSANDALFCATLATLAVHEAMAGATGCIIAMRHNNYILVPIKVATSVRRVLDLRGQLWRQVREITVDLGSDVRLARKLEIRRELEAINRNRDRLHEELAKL
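Compounds were pin-transferred as a titration series up to 57 uM into substrate buffer (0.5 mM F6P, 0.1 mM ATP, pH 8.0), then 1.25 nM PFK was added and reactions ran 45 min before ADP-Glo detection.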
ELG1 genotox = qHTS screen for small molecules that induce genotoxicity in human embryonic kidney (HEK293T) cells expressing luciferase-tagged ELG1; HEK293T ELG1-luciferase reporter, luminescence, 16 h; 330,000 compounds, 1.3% hits; Potency, µM (titrated, usually from 46 µM), for the others: at the top dose activity change, positive = activation, hits mostly activators; AID 504466, 2011; further: potency means the concentration at half of the fitted maximal effect; % of control where 0% means no effect; nearly all actives have a fitted effect of over 60% in size
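DMSO vehicle served as control against compound-treated ELG1-luciferase HEK293T cells; exposure lasted 16 hr at 37 °C and 5% CO2, followed by ONE-Glo luminescence detection after 30 min.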
Rab9 promoter act = qHTS Assay for Rab9 Promoter Activators; Huh7 Rab9 promoter-luciferase reporter, luminescence, 24 h; Potency, µM (highest dose often 9.22 µM), for inactives: at the highest dose activation, negative = inhibition, most hits filed as activators; 320,000 compounds, 2.8% hits; further: potency means the concentration at half of the fitted maximal effect; % of control where 0% means no effect; nearly all actives have a fitted effect of over 60% in size
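Huh7 reporter line, Rab9 promoter upstream of luciferase. Compound exposure 24 h at 37 °C in reduced-serum medium with 10% FBS. Read-out: luminescence.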
FLuc counter = qHTS profiling assay for firefly luciferase inhibitor/activator using purifed enzyme and Km concentrations of substrates (counterscreen for miR-21 project). Luciferin 4-monooxygenase (Photinus pyralis), P08659. purified FLuc, Km substrates, luminescence inhibition. Potency, µM (doses to about 57.5 µM), for the others: at the highest dose activity change, negative = inhibition, usual class: inhibitors. 360,000 compounds, 6.9% hits;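 further: potency means the concentration at half of the fitted maximal effect; plate controls were vehicle for no effect and reference inhibitor for full effect; nearly all actives have a fitted effect of over 55% in size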
Target sequence (P08659 whole entry, looked up): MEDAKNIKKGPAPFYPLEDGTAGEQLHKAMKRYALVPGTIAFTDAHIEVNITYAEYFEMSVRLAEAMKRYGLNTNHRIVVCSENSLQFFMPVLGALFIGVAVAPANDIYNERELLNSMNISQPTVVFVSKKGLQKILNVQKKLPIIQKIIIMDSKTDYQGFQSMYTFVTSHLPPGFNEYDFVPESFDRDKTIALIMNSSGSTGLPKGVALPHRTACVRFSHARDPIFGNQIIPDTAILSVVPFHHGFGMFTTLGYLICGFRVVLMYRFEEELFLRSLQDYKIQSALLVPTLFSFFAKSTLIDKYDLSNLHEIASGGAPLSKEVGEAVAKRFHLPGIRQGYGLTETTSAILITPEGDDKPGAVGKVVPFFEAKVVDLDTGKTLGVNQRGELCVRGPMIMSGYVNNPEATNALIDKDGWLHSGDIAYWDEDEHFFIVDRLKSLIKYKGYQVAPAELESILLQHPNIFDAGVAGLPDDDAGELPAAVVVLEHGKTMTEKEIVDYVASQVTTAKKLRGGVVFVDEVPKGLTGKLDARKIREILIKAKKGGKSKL
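Biochemical qHTS of compounds, final roughly 60 µM downward over six points, against 10 nM purified firefly luciferase using Km concentrations of substrates (10 uM D-luciferin, 10 uM ATP) in Tris acetate pH 7.5 buffer; luminescence output.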
KCNH2 3.1 block = qHTS for Inhibitors of KCHN2 3.1: Mutant qHTS. 340,000 compounds, 0.95% hits. activity change, % (tested at about 1.8 µM). U2OS KCNH2 3.1, thallium flux FluxOr; stronger effect = lower value. Potassium voltage-gated channel subfamily H member 2, brain isoform KCNH2 3.1 (human);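 active means maximum activity change below -70%; inconclusive means maximum activity change from -70% to -50%; inactive means maximum activity change above -50%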;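 further: thallium influx rate constant from kinetic fluorescence after stimulation buffer; on the % scale 0 is the no-effect control and ±100 the full control effect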
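Normalized rate constant (relative to positive and negative DMSO controls) derived from a 2 min kinetic fluorescence read after stimulation; U2OS cells expressing the 3.1 isoform via virus at 1.77 x 10^8 /mL.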
Giardia killer = Small Molecules that selectively kill Giardia lamblia: qHTS. AID 540267, 2011. activity change, % at 7.66 µM, hits read low. 340,000 compounds, 0.15% hits. Giardia lamblia trophozoite viability; in the data active means activity change below about -80%; inconclusive means between about -30% and that limit;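 further: parasites exposed to compound for two days anaerobically before the ATP read; on the % scale 0 is the no-effect control and ±100 the full control effect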
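Trophozoite viability was measured as ATP-dependent luminescence, read 15-30 min after reagent addition. Before that, parasites at 100 cells/well were exposed to compounds for 48 h, anaerobically, at 37 deg C.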
Gal4-VP16 FLuc = VP16 counterscreen qHTS for inhibitors of ROR gamma transcriptional activity | 310,000 compounds, 3.5% hits | Potency, µM (highest dose often 53.6 µM), for the others: top-dose activity, negative = inhibition, usual class: inhibitors | Drosophila S2 Gal4-VP16 UAS-luciferase, luminescence, 20 h;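 further: Gal4-VP16 expression switched on by copper sulfate through the metallothionein promoter; potency means the concentration at half of the fitted maximal effect; on the % scale 0 is the no-effect control and ±100 the full control effect; nearly all actives have a fitted effect of over 50% in size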
NPC1 prom act = qHTS Assay for NPC1 Promoter Activators. Potency, µM (doses to about 9.22 µM), without a hit: top-dose activation, actives largely listed as activators. Huh7 NPC1 promoter luciferase reporter, 24 h. 320,000 compounds, 2.4% hits. AID 485313, 2010;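 further: potency means the concentration at half of the fitted maximal effect; % of control where 0% means no effect; nearly all actives have a fitted effect of over 60% in size; reporter is driven by a mutant NPC1 promoter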
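Luminescence read-out of NPC1 promoter-driven luciferase in stably transfected Huh7 cells; compounds delivered in DMSO and left 24 h at 37C, 5% CO2, qHTS titration format.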
* = called active by the depositor; ? = inconclusive; / = not tested or not shown; [ ] = another dose, or the depositor's remark. Unless noted, the call rests on the fitted dose curve; in most records, active means well fitted curve in the direction sought with a large enough effect; inconclusive means small, poorly fitted or top-dose-only effect, or another doubt; inactive means no such curve, though single readings can be large; an effect the other way counts as inactive or inconclusive. Not a hit list. Share with any hit: about 14%.

SMILES	FBPA coupling cs	RORgamma inh	uPA surface inh	Tb PFK block	ELG1 genotox	Rab9 promoter act	FLuc counter	KCNH2 3.1 block	Giardia killer	Gal4-VP16 FLuc	NPC1 prom act
Cc1ccc(S(=O)(=O)N2CCCN(C(=O)c3cc4ccccc4[nH]3)CC2)cc1	0	?	-1%	1%	5%	9%	19µM*	?	10	?	6%
Cc1ccc(OCC(=O)NNC(=O)c2ccc(-n3cncn3)c([N+](=O)[O-])c2)cc1	/	/	4%	0%	1%	0%	-1%	7	6	/	-7%
Cc1ccc(NC(=O)c2oc3ccc(S(=O)(=O)N4CCOCC4)cc3c2C)cc1C	4	-35%	/	0%	8%	-2%	-13%	1	5	-21%	-1%
CCN(CC)CCN1C(=O)C2C(C(=O)Nc3cccc(C)c3)C3C=CC2(O3)C1C(=O)NC1CCCC(C)C1C (centres undefined)	1	-8%	0%	3%	-5%	2%	-1%	16	19	3%	-3%
COc1ccccc1CN1C[C@@H]2C[C@@H](c3ccc(Cl)cc3)N3CCC[C@@]23C1=O	0	44%	3%	-1%	-7%	-14%	-1%	-35	16	0%	0%
O=C1/C(=C/c2ccc3c(c2)OCO3)Oc2cc(OCC(=O)N3CCC[C@H]3C(=O)O)ccc21	-2	-10%	?	0%	-2%	-1%	0.54µM*	0	-3	-4%	2%
NS(=O)(=O)c1ccc(Nc2ccc([N+](=O)[O-])c3nonc23)cc1	-33*	11%	-1%	-26%	3%	1%	?	-16	-16	-1%	9%
Cc1cccc(NC(=O)Cn2c(C)c(C#N)c3ccccc32)c1C	-2	-13%	-6%	-3%	-1%	-31%[inhibitor]	3%	-10	-12	-2%	-3%
O=C(CN1C(=O)CSc2ccc(S(=O)(=O)N3CCOCC3)cc21)NCc1cccnc1	2	-1%	6%	0%	-6%	4%	-1%	-2	?	9%	0%
COc1ccc(CCNC(=S)Nc2cc(C)cc(C)c2)cc1	2	7.1µM*	4%	1%	-5%	-2%	0%	-23	-19	13µM*	-5%
Cc1ccc(NC(=O)c2ccc(OC(F)F)cc2)cc1S(=O)(=O)N(C)C	-6	?	-2%	3%	1%	0%	9.5µM*	-13	-19	-2%	8%
Cc1noc(C)c1CCC(=O)N1CCCC(CCC(=O)NCc2ccc(F)c(F)c2)C1 (centres undefined)	0	23%	9%	-4%	4%	2%	-17%	1	0	-11%	-3%
O=C(NNc1ncc(C(F)(F)F)cc1Cl)c1c(Cl)cccc1Cl	-2	0.89µM*	-7%	-1%	0%	-8%	1%	-18	7	2.8µM*	-25%
COc1ccc2c(c1)CC/C(=C\Nc1ccc3c(c1)OCO3)C2=O	-49*	?	?	-10%	8%	2.5µM*	1.2µM*	-8	-14	3%	3.5µM*
Cc1cc(OCC(=O)NCc2ccccn2)cc(C)c1Br	-1	18%	2%	4%	7%	7%	-14%	0	-17	22%	1%
COc1ccc(-n2c(-c3ccc(Cl)cc3)c[n+]3c2CCc2ccccc2-3)cc1	3	?	-15%	1%	-13%	-13%	-2%	-3	-6	13µM*	-19%
O=C(CSc1ccccc1)Nc1ccncc1	-1	-3%	-1%	-4%	-4%	-4%	-16%	-3	-11	?	1%
O=S(=O)(c1ccc(Sc2nnc3ccccn23)nc1)N1CCOCC1	3	-4%	3%	-5%	-7%	8%	1%	-3	-15	4%	-2%
CC1=CS/C(=C(/C#N)C(=O)N2CCOCC2)N1c1ccccc1	0	2%	-7%	2%	-5%	6%	0%	-3	1	-12%	0%
Cc1ccc(/C=C/C(=O)NCc2cccs2)o1	-2	20%	2%	-6%	6%	16%	?	2	-6	-2%	8%
CCSc1ccc([C@@H]2[C@@H]3C(=O)N(CC)C(=O)[C@@H]3[C@]3(C(=O)OC)CCCCN23)cc1OC	/	/	-2%	-8%	-6%	0%	4%	/	-8	/	-2%
CN(Cc1ccccc1)C(=O)[C@H]1CCC(=O)N1Cc1ccco1	2	4%	-7%	2%	-2%	0%	0%	-13	3	6%	2%
O=C(Nc1nc2c(s1)CN(Cc1ccccc1)CC2)c1cccc(S(=O)(=O)N2CCc3ccccc32)c1	/	21%	-2%	1%	-5%	-18%	-11%	-25	-7	-2%	-17%
CN(C)C(=S)Nc1ccc(Cc2ccncc2)cc1	3	-23%	12%	-14%	-2%	-3%	-4%	12	8	-6%	0%
COc1cc(C(=O)COC(=O)C2CCCCC2)cc(OC)c1OC	/	/	-6%	-1%	2%	/	/	7	-25	/	/
More structures follow.
SMILES	FBPA coupling cs	RORgamma inh	uPA surface inh	Tb PFK block	ELG1 genotox	Rab9 promoter act	FLuc counter	KCNH2 3.1 block	Giardia killer	Gal4-VP16 FLuc	NPC1 prom act
Cc1cnc(C(=O)OCC(=O)Nc2ccccc2[N+](=O)[O-])cn1	/	/	-4%	3%	3%	/	/	-21	-29	/	/
CCOc1c(Br)cc(CNCc2cccs2)cc1OC	0	1%	-7%	-2%	-1%	-8%	1%	-4	2	2%	0%
CC1CCN(CCCNC(=O)c2ccc(CS(=O)(=O)Cc3ccccc3F)o2)CC1	-1	-7%	7%	-3%	0%	-2%	-2%	5	13	-17%	-5%
O=P(CCO)(c1ccccc1)c1ccccc1	3	0%	2%	-7%	2%	2%	0%	21	-10	-11%[10 µM]	-10%
CC1OC2(OC1C)C(=O)Nc1ccccc12 (centres undefined)	3	-36%	0%	-1%	4%	0%	4%	-6	-2	-3%	-3%
COc1ccc(S(=O)(=O)NCc2ccccn2)cc1NC(=O)c1ccc(Cl)cc1	/	/	-12%	1%	-1%	-14%	3%	-14	1	/	-13%
Fc1ccc(CSc2nnc(-c3cccnc3)o2)cc1	0	24%	-5%	-11%	8%	22%	-17%	-12	10	?	10%
C[C@H](CO)N1C[C@H](C)[C@@H](CN(C)Cc2ccccc2)Oc2ccc(NC(=O)Cn3cnnn3)cc2C1=O	/	/	10%	0%	3%	/	/	8	10	/	/
CCN(CC)CCNC(=O)c1ccc(NC(=O)c2cccc(S(=O)(=O)N3CCc4ccccc43)c2)cc1	/	/	-16%	10%	?	-5%	1%	-6	8	/	1%
Cc1nn(-c2ccccc2)c(N2CCCC2)c1/C=N/NC(=O)c1cc(-c2ccccc2)nc2ccccc12	-3	15%	19%	6%	-11%	-8%	-3%	-8	3	-19%	-3%
O=[N+]([O-])c1ccc(/C=C/c2ccc3ccccc3n2)cc1	-4	?	-19%	-1%	-9%	0.56µM*	0.6µM*	-14	-23	?	?
Cc1cc(C)cc(NC(=S)N2CCC(NC(=O)C3CCCCC3)CC2)c1	-1	1%	-3%	2%	-1%	-1%	4%	-10	-11	2%	-3%
COCCN1C(=O)N(c2cccc(C)c2)C(=O)C1CC(=O)Nc1ccc(OC)cc1 (centres undefined)	-4	/	4%	-6%	1%	0%	-1%	-6	-11	/	-5%
Cc1ccc(C)n1-c1nnc(N2CCC(C(=O)N3CCN(C)CC3)CC2)s1	0	-24%	?	-2%	10%	-3%	0%	4	13	-9%	-1%
O=C(NCCc1c[nH]c2ccccc12)C1CCN(S(=O)(=O)c2ccccc2)CC1	5	21%	2%	3%	-2%	-3%	-1%	-2	-27	4%	-1%
Cc1cccc(N(CC(=O)NCc2ccccc2)C(=O)CCC(=O)Nc2nccs2)c1	0	-2%	0%	-2%	4%	0%	0%	5	35[activator]	-2%	2%
CN=C1NN=C(c2cc(C)n(-c3ccc(Cl)cc3)c2C)CS1	-2	-15%	-6%	-1%	?	2.5µM*	4.8µM*	-12	-5	11%	4µM*
O=C(Nc1c[nH]c(=O)[nH]c1=O)c1ccccc1Br	0	2%	1%	-1%	4%	8%	0%	-35	-16	-6%	6%
CC(NCC(O)COc1ccc(S(=O)(=O)N2CCOCC2)cc1)c1ccccc1 (centres undefined)	1	-3%	-2%	1%	-2%	0%	-1%	2	-13	11%	-1%
N/C(=N\OC(=O)c1cccc2ccccc12)c1ccncc1	2	-17%	-23%	1%	?	-2%	24µM*	16	-7	-8%	2%
O=C(NCCc1ccccc1F)C1CCCN1S(=O)(=O)c1ccccc1 (centres undefined)	2	-36%	4%	-1%	-1%	-4%	1%	-11	8	1%	2%
Cc1ccc(C)c(Cn2nnc(C(=O)Nc3ccc4c(c3)OCCO4)c2N)c1	/	/	?	-1%	4%	?	?	-8	4	/	?
O=C(CSc1ccccc1)NCc1ccc(F)cc1	2	43%	-1%	-4%	?	27%	?	1	40[activator]	-3%[10 µM]	16%

Screening data as filed in PubChem.
